CYP2C19 act: activators of human cytochrome P450 2C19 | P33261 | recombinant CYP2C19, luciferin-H EGE luminescence; active compounds read high; 0 = fully inhibited enzyme, 1 = untreated enzyme | activation factor at 5 µM | 96,000 tested, under 10 active | AID 1025;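 active means activation factor of at least 2 at 5 µM in the primary screen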;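 further: 0 = wells with 2.5 mM tranylcypromine and 1 = vehicle-only wells; values of inactives mirror those of a sister screen read the other way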
PLK1 inh: blocks human PLK1 kinase activity; recombinant PLK1 kinase, TR-FRET peptide phosphorylation; inhibition, % at 10 µM; 97,000 compounds, 0.53% hits; AID 619;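 active means inhibition of 50% or more in the single-concentration screen; inactive means inhibition below 50%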;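 further: 0% = DMSO max control and 100% = H-89 dihydrochloride min control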
PLAP act: activates human placental alkaline phosphatase | P05187 | purified PLAP enzyme, luminescent substrate read-out; active compounds read high | activation fold at 20 µM | 96,000 compounds, 1.2% hits | AID 696; in the data active means activation fold above about 2
Target sequence (P05187 whole entry, looked up): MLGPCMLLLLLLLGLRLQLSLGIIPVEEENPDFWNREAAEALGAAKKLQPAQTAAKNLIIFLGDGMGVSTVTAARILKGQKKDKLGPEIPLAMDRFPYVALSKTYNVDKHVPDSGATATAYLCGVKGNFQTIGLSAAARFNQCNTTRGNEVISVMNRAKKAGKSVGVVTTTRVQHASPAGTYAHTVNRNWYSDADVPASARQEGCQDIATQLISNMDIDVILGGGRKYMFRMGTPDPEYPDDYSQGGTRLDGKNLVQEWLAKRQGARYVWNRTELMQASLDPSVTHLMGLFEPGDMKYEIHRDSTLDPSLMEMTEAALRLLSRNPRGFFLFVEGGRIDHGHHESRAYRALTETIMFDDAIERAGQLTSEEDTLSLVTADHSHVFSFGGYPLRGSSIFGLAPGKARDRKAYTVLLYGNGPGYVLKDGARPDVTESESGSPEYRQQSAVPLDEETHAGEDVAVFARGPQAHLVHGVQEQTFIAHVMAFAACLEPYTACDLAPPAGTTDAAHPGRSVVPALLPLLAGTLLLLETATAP
Rev-RRE block: HIV Rev-RRE protein-RNA interaction inhibition; P05866; Rev peptide-RRE RNA binding, FRET; 97,000 compounds, 0.79% hits; inhibition, % at 8 µM; AID 704;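 active means inhibition above the screen-wide mean plus 3 SD, cut at about 35% in these data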;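 further: 0% = median DMSO wells and 100% = median Neomycin B control wells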
Target sequence (P05866 whole entry, looked up): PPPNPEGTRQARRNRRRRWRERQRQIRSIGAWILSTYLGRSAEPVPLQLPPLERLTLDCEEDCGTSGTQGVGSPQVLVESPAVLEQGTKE
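Test system: labelled RRE RNA duplex and labelled Rev peptide. Times: 5 min compound–RNA preincubation, then 15 min with peptide, 25 °C. Doses: single-dose 8 µM. Measured by: FRET, excitation 480 nm, emission 540 nm donor and 671 nm acceptor. Measure: % inhibition of FRET ratio versus controls.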
EphB4 antag: antagonists of human EphB4-ephrin-B2 interaction; P54760; EphB4 LBD / TNYL-RAW-Alexa532 peptide, fluorescence polarization; inhibition, % at 7 µM; 97,000 compounds, 0.15% hits; AID 720;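 active means inhibition above the screen-wide mean inhibition plus 3 SD, cut at about 15% in these data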;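 further: 0% = DMSO wells and 100% = excess unlabeled TNYL-RAW peptide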
CYP2C9 activ: activators of human CYP2C9; P11712; recombinant CYP2C9, luciferin-H conversion, luminescence; active compounds read high; factor 1 = untreated enzyme, 0 = blocked; activation factor at 5 µM; 96,000 compounds, 1.4% hits; AID 1024;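 active means activation factor of 2 or more for CYP2C9 at a 5 µM dose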;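 further: 0 = sulfaphenazole-blocked wells and 1 = vehicle-only wells; values of inactives mirror those of a sister screen read the other way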
PLK1 PBD inh: inhibitors of human Plk1 polo box domain binding; AID 693; 97,000 compounds, 0.13% hits; Plk1 PBD phosphopeptide binding, fluorescence polarization; P53350; inhibition, %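 (tested at about 20 µM)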; in the data active means inhibition above about 34%, passing the limit was not always enough
CYP2C9 inhib: inhibitors of human CYP2C9. P11712. CYP2C9 Supersomes, luciferin-H conversion, luminescence. inhibition, % at 5 µM. 96,000 compounds, 20% hits;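 active means blocking of liver enzyme CYP2C9 beyond about 50% at 5 µM, limit read from the data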; further: values of inactives mirror those of a sister screen read the other way
CYP2C19 inh: blocks human cytochrome P450 2C19; CYP2C19 Supersomes, luciferin-H EGE luminescence, 30 min; inhibition, % at 5 µM; 96,000 compounds, 21% hits; AID 778;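 active means CYP2C19 inhibition above a set limit at 5 µM in the primary screen, cut at about 50% in these data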;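 further: plate controls were negative control wells for no effect and 2.5 mM tranylcypromine positive control for full effect; values of inactives mirror those of a sister screen read the other way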
* marks the source's active call; other numbers are inactive results; . = no result given; [ ] = another dose, or the depositor's remark.

SMILES	CYP2C19 act	PLK1 inh	PLAP act	Rev-RRE block	EphB4 antag	CYP2C9 activ	PLK1 PBD inh	CYP2C9 inhib	CYP2C19 inh
CCOC(=O)CSC1=C(C#N)C(C)C2=C(CCCC2=O)N1 (stereo unspecified)	0.1	-3	1	5	-1	1	-2	-3	94*
CC(C)[C@H](NC(=O)Nc1ccc2c(c1)OCCO2)C(=O)O	1.2	-3	1.1	6	-1	1.3	-6	-27	-16
COCC(C)n1c(SCC(=O)NCCC2=CCCCC2)nc2ccccc2c1=O (stereo unspecified)	0.2	-8	1.3	6	7	0.1	-3	87*	84*
COC(=O)CC1=Nc2ccccc2NC(=O)C1	1.1	13	1.1	5	-4	0.8	-1	23	-10
O=C(CNC(=O)c1cccc(Br)c1)NCCc1nc2ccccc2[nH]1	0.8	-3	1	11	-7	0.6	23	41	23
O=C(O)C1CCCCC1C(=O)Nc1ccc(Cl)cc1Cl (stereo unspecified)	0.6	-7	1.1	6	3	0.8	5	22	37
Cc1sc2ncn3c(C)nnc3c2c1C	1.1	-8	1	11	15	0.7	36	31	-8
O=C1CCC(C(=O)NC2(C(=O)NC3CCCCC3)CCCCC2)N1 (stereo unspecified)	0.9	-6	1	1	-6	1.1	8	-13	8
S=C(c1ccc(-c2ccc(Cl)cc2Cl)o1)N1CCCCC1	0.4	-20	0.9	-2	-5	0.3	12	72*	62*
N#Cc1nc(Cc2ccccc2)oc1N1CCN(c2ccccc2)CC1	0.7	-1	1	3	4	0.6	11	38	32
Cc1cc(NC(=O)c2cccc(COc3ccc(Br)cc3)c2)no1	0.9	-12	1.1	4	-3	1.1	-7	-9	14
Cc1ccc(C)c(NC(=O)CSc2nnc([C@@H](N)Cc3ccccc3)o2)c1	0.5	-9	1.2	9	-2	0.9	-12	10	48
O=C(Cn1cnc2c(nnn2Cc2ccccc2)c1=O)NCC1CCCO1 (stereo unspecified)	1.1	.	1.1	.	.	1.1	.	-11	-6
CCCCN(CCCC)S(=O)(=O)c1ccc(NC(=O)CN2CCOCC2)cc1	0.3	1	1.9	2	-6	0.1	-16	91*	72*
Cc1[nH]n2c(=O)c(C#N)c(-c3ccccc3)nc2c1-c1ccccc1	1.1	-19	1	2	0	1	6	-3	-14
Cc1sc2nc(SCC(=O)NCc3ccco3)n(C)c(=O)c2c1C	0.7	-11	1	-3	-6	0.7	7	34	28
CCOC(=O)CC(=O)CSc1nc2ccc(C)cc2cc1C#N	1	-7	1.2	94*[fluorescence artefact?]	11	0.9	-6	12	1
CC(C)=CC(=O)OCC(=O)Nc1ccccc1Cl	0.7	.	0.8	.	.	0.8	.	15	31
CC(C)Cn1[nH]c2c3c(ccc2c1=O)C(=O)c1ccccc1C3=O	0.4	-11	1.2	10	1	0.2	-8	80*	61*
CC(=O)OC[C@H]1O[C@@H](n2ccc(=O)[nH]c2=S)C(OC(C)=O)C1OC(C)=O (stereo partly specified)	1.2	-8	1.2	7	8	1.1	-4	-8	-16
COC(=O)CSC1=C(C#N)C(c2ccsc2)CC(=O)N1 (stereo unspecified)	.	-8	.	8	1	.	-12	.	.
COC(=O)c1c(NC(=O)c2nc3nc(C)cc(C(F)F)n3n2)sc2c1CCC2	0.9	-7	1.1	7	1	1.2	18	-22	8
O=C(CSc1nnnn1-c1cccc2ccccc12)N1CCOCC1	0.9	-12	0.9	3	0	2.9*	-6	-195	13
COCCNC(=O)CSc1nc2ccc(N3CCOCC3)cc2c(=O)n1CCc1ccccc1	0.4	.	1.6	.	.	0.4	.	64*	61*
O=C(CC(=O)c1ccccc1O)c1cccc(F)c1	0.7	-6	0.8	0	-6	0.9	25	14	31
COc1cccc(CNC(=O)CCNC(=O)Cn2ccc3ccccc3c2=O)c1	0.5	9	0.9	0	2	.	11	.	49
CCOC(=O)C1(CC)NC(c2ccco2)C2C(=O)N(CC)C(=O)C21 (stereo unspecified)	1	-7	1.1	3	-3	1.2	1	-19	0
Nc1nc2n(n1)C(c1cccc(Br)c1)CC(c1ccccc1)N2 (stereo unspecified)	0.8	-8	1	10	3	0.9	26	11	24
CCN(CC)CC(=O)NC12CC3CC(CC(C3)C1)C2	1	-2	0.9	5	3	1	-14	0	4
CCOc1cc(C(=O)Nc2ccc(S(=O)(=O)N3CCOCC3)cc2)cc(OCC)c1OCC	1.3	-4	1.2	-2	-2	1	-2	4	-26
Nc1nc2c(s1)CCc1c-2cnn1-c1ccccc1	0.5	16	1	1	1	0.7	16	29	53*
CC(C)NC(=O)c1cccc(Br)c1	1	-11	0.9	3	0	1	-12	-2	-4
Cc1cc(C)n(-c2nc(SCCN(C)C)c3c4c(sc3n2)CCCC4)n1	0.9	-6	1.3	8	1	0.9	5	12	6
Cc1nc(SCC(=O)Nc2c(C)n(C)n(-c3ccccc3)c2=O)n[nH]1	.	-17	.	8	-1	.	-23	.	.
COc1ccccc1C(=O)N1CCC(C(=O)c2ccc(F)cc2)CC1	0.6	6	1	2	-6	1.7	24	-71	44
O=C(Nc1cccc2c1[nH]c1ccccc12)C(F)(F)F	.	-7	.	3	-4	.	-16	.	.
Cc1ccccc1N1CCN(c2ncnc3c2cnn3Cc2ccc(Cl)cc2)CC1	0.6	-4	1.2	6	-10	0.2	-22	76*	41
Cc1c(C=O)c2ccccc2n1CC(=O)N1CCc2ccccc2C1	.	-7	.	4	6	.	-21	.	.
Cc1ccc2nc(-c3ccc(NC(=S)NC(=O)C(C)C)cc3)sc2c1	0.6	-20	1.2	9	-2	0.6	3	41	37
N#CCCN(C(=O)CSc1ccc2c(c1)OCCO2)c1ccc(F)cc1	0.5	-4	0.9	2	-3	0.9	9	11	47
NC(=O)c1ccccc1OCC(=O)NS(=O)(=O)c1ccc(Cl)cc1	1.1	-12	1	9	4	0.7	3	31	-8
Cc1ccc2[nH]c(=O)c3cc(C(=O)N(CCCOC(C)C)Cc4ccco4)sc3c2c1	0.6	-17	1.4	-1	-5	0.4	3	58*	37
CCNS(=O)(=O)c1ccc(CCC(=O)Nc2cc(Cl)ccc2Oc2ccccc2)cc1	0.4	-3	1.4	6	2	0.2	-15	82*	64*
Oc1cccc(Nc2nc(NCC3CCCO3)c3ccccc3n2)c1 (stereo unspecified)	0.5	-9	0.9	7	2	0.4	-12	60*	51*
O=C(Cn1c(=O)sc2ccccc21)Nc1ccc(S(=O)(=O)N2CCCC2)cc1	0.2	-8	1.5	6	-5	0	32	98*	80*
O=C(CSc1nnc(-c2ccco2)n1Cc1ccccc1)NC(=O)NCc1ccccc1	0.4	-11	0.9	3	-5	0.7	5	30	62*
COC(=O)CN1C(=O)C(O)(CC(=O)c2ccc(C)cc2)c2cc(Br)ccc21 (stereo unspecified)	0.7	.	1.2	.	.	0.8	.	17	35
CCn1c(COc2ccccc2)nnc1SCC(=O)c1cccc([N+](=O)[O-])c1	0.7	-15	1	9	1	0.8	-13	18	30
O=C(CSc1nc2c(c(=O)n1-c1ccc(Cl)cc1)SCC2)NCc1ccco1	0.7	.	0.9	.	.	0.8	.	23	29
CC1(C)Cc2ccccc2-c2nnc(SCc3ccccc3)n21	.	-8	.	11	-1	.	-13	.	.
Clc1ccc(-n2nnnc2-c2cnc(-c3ccncc3)nc2-c2cccs2)cc1	.	-11	.	5	1	.	22	.	.
CC1CCN(C(=O)CNC(=O)c2ccc(Cl)cc2Cl)CC1	0.9	-14	0.9	-3	4	1.1	-10	-8	8
CCC(C)[C@H](NC(=O)Nc1cccc(Cl)c1)C(=O)O (stereo partly specified)	1	-8	0.9	2	-1	1	8	4	0
CC(C)OC(=O)c1ccc(NC(=O)C2C3CC4OC(=O)C2C4C3)cc1 (stereo unspecified)	.	-17	.	2	-1	.	-1	.	.
O=C(Nc1ccc(Cc2ccncc2)cc1)c1ccco1	0	2	0.7	4	-4	0	2	98*	96*
O=C(CSc1nnc(-c2cccnc2)n1-c1ccccc1)Nc1ccccc1	.	-15	.	5	-2	.	7	.	.
Cc1c(C(=O)O)oc2ccc(S(=O)(=O)NCc3ccc4c(c3)OCO4)cc12	1.1	-11	1.1	8	4	0.6	32	36	-13
C=C(Br)Cn1c(CC(C)C)nc2ccccc21	0.8	7	0.8	-2	-3	0.9	-2	13	19
COC(=O)c1sccc1-c1ccc(C(=O)Nc2cccc(Cl)c2)o1	0.6	-14	0.8	11	-3	0.3	17	72*	43
COc1cccc(NC(=O)CSc2nncn2-c2ccccn2)c1	0.4	-20	0.9	6	2	0.8	-10	22	62*

Additional structures follow.
SMILES	CYP2C19 act	PLK1 inh	PLAP act	Rev-RRE block	EphB4 antag	CYP2C9 activ	PLK1 PBD inh	CYP2C9 inhib	CYP2C19 inh
O=C(CSc1ccccc1)NCc1cccnc1	0.6	-7	0.8	4	-8	0.7	-21	28	39
COc1ccc(S(=O)(=O)Nc2cccc(Cl)c2)cc1OC	0.1	-3	1.2	10	1	1.5	-2	-53	93*
CC(=O)Nc1ccc(S(=O)(=O)NCc2ccc3c(c2)cc(C)n3C)cc1	0.7	62*	1.1	2	-7	0.5	13	47	33
Cc1nc(C)c2c(=O)cc(-c3ccccc3)[nH]c2n1	1.2	-10	1.1	10	-4	1.1	0	-8	-18
O=C(CSc1ncnc2ccccc12)Nc1ccc2c(c1)OCO2	0.4	.	0.6	.	.	0.6	.	40	62*
COc1ccc(Nc2nc(Nc3ccc(OC)cc3)nc(-n3[nH]c(=O)c(C)c3C)n2)cc1	0.9	-4	1.1	1	-5	0.8	-31	18	11
O=C(N/N=C/c1c[nH]c2ccccc12)c1cc(-c2ccc(-c3ccccc3)cc2)n[nH]1	1.1	-3	1.1	5	-3	1.9	-11	-87	-11
O=C(NCc1ccco1)c1cc2nc(-c3ccc4c(c3)OCO4)cc(C(F)(F)F)n2n1	0.2	-10	1.4	-1	-2	0.2	-15	83*	77*
CCOc1ncccc1C(=O)Nc1ccc2c(C)cc(=O)oc2c1	0.6	.	0.8	.	.	1.4	.	-40	45
Clc1cccc(Cl)c1-c1nnc2ccc(N3CCOCC3)nn12	0.5	-15	1.1	3	-6	0.3	21	68*	52*
CN(C)S(=O)(=O)c1ccc(NC(=O)COC(=O)c2ccccn2)cc1	1	-5	1.2	7	6	1.1	-26	-8	-3
Cc1ccc(OCC(=O)NNC(=O)CCc2ccccc2)cc1	1	-17	0.9	-5	-7	0.9	13	7	-1
Cn1c(SCC(=O)NCc2ccco2)nnc1-c1ccc(S(=O)(=O)N2CCOCC2)cc1	1.2	-10	1.1	0	4	1.3	27	-26	-16
CNC(=O)C1CCC(=O)N1Cc1ccc(C)cc1 (stereo unspecified)	1.1	-2	0.9	5	-4	1	21	-3	-11
O=C1c2ccccc2CC1Sc1nnc(-c2ccccn2)o1 (stereo unspecified)	0.5	-10	2.6*	7	5	0.6	8	37	50
Cn1c(SCc2ccccc2)nnc1-c1c[nH]c2ccccc12	0.5	-18	0.9	0	4	0.6	-10	44	49
CC1=C(C(=O)OCc2ccccc2)C(c2ccoc2)C(C#N)=C(N)O1 (stereo unspecified)	0.2	-9	1.3	18	-1	0.5	4	48	77*
COc1ccc(CCNC(=O)CCCn2c(SCC#N)nc3ccccc3c2=O)cc1OC	0.6	-7	1	6	2	0.4	-3	65*	39

PLK1 inh, what is marked active above.
SMILES	CYP2C19 act	PLK1 inh	PLAP act	Rev-RRE block	EphB4 antag	CYP2C9 activ	PLK1 PBD inh	CYP2C9 inhib	CYP2C19 inh
CC(=O)Nc1ccc(S(=O)(=O)NCc2ccc3c(c2)cc(C)n3C)cc1	0.7	62*	1.1	2	-7	0.5	13	47	33

Source: PubChem BioAssay (several laboratories)
